From PubChem
rCAG binder = molecules binding r(CAG) RNA repeats; 370,000 tested, 1.3% active; r(CAG) RNA repeat, TO-PRO-1 dye displacement fluorescence; inhibition, % at 3 µM; AID 651821;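 active = inhibition above the plate cutoff, the mean of all test compounds on that plate plus 3 SD, cut at about 35% in these data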;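 also: 0% = DMSO alone and 100% = 100 µM mitoxantrone as full dye displacement; higher means more dye released from RNA so lower well fluorescence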
SIAE primary = blocks human sialic acid acetylesterase. SIAE FP-Rh probe binding, fluorescence polarization. inhibition, % at 9.66 µM. 370,000 tested, 0.69% active. AID 1053197;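 active = inhibition above a cutoff: mean of compounds within the control limits plus 3 SD of those, cut at about 17% in these data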;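 also: 0% = plate median of compound wells and 100% = probe without SIAE protein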
Target sequence (Q9HAT2 whole entry, looked up): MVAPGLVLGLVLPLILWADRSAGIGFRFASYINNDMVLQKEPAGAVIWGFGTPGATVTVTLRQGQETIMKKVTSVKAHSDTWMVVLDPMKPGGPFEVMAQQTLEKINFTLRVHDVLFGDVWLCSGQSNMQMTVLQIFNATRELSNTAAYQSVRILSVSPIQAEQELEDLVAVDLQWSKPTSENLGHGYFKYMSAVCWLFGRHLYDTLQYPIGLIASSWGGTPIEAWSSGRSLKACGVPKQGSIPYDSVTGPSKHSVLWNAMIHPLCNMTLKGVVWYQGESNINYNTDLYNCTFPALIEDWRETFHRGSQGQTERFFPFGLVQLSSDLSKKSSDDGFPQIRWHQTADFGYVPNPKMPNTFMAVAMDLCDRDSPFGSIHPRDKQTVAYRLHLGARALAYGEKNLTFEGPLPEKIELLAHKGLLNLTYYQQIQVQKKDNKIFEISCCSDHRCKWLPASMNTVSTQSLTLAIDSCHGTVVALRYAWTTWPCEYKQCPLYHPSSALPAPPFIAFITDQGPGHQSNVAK
NPR2 activator = GC-B (human) receptor activation; HEK293-GC-B cells, CNP EC30, cGMP TR-FRET; 0% at EC30 CNP, 100% saturating CNP; AID 1920062; P20594; 370,000 tested, 0.11% active; activation, % at 10 µM;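 active = activation at 10 µM reaching about 35% in either raw or pattern-adjusted values, limit read from the data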
UHRF1 MBD2 ctr = blocks human UHRF1 binding to methylated DNA; 370,000 tested, 0.75% active; inhibition, % at 4.4 µM; AID 687016; Q96T88; UHRF1 binding to methylated oligo, TR-FRET; in the data active = inhibition above about 21%;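 also: UHRF1 SRA domain binding a hemimethylated CpG hairpin DNA probe; 0% = median of test compound wells and 100% = reference inhibitor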
MBD2 DNA inh = inhibitors of human MBD2 binding to methylated oligonucleotide. Q9UBB5. TR-FRET. inhibition, % at 4.4 µM. 370,000 tested, 0.31% active. AID 686964; in the data active = inhibition above about 13%
TCR CD3 inh = human TCR-CD3 binding inhibition. TAMRA-labeled TCR probe fluorescence, biochemical. inhibition, % at 9.4 µM. 360,000 tested, 0.37% active. AID 651800; in the data active = inhibition above about 19%;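 also: recombinant mutant TCR 2C K166C tagged with TAMRA read by polarization; 0% = receptor in buffer alone and 100% = receptor with positive control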
mABHD4 FP = ABHD4 (mouse) inhibition, primary FP screen; inhibition, % at 8.92 µM; 370,000 tested, 0.54% active; purified mABHD4, FP-Rh probe fluorescence polarization; AID 720543; Q8VD66;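 active = inhibition exceeding the mean over every tested compound plus 3 SD, cut at about 30% in these data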;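 also: 0% = plate median of compound wells and 100% = S159A mutant with DMSO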
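Assay system: wild-type mouse ABHD4 protein; compound: single nominal dose of 8.92 µM, 0.89% DMSO final; schedule: 45 min + 60 min at 25 °C; measured by: FP readout, ex 525 nm / em 598 nm; evaluation: % inhibition of FP-Rh probe binding versus controls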
PRMT1 inh = blocks human protein arginine methyltransferase 1 | Q99873 | recombinant PRMT1, activity-based probe fluorescence polarization | inhibition, % at 2.79 µM | 370,000 tested, 1.3% active | AID 652257;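 active = inhibition above about 21% made by adding two undisclosed values, limit read from the data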
Target sequence (Q99873 whole entry, looked up): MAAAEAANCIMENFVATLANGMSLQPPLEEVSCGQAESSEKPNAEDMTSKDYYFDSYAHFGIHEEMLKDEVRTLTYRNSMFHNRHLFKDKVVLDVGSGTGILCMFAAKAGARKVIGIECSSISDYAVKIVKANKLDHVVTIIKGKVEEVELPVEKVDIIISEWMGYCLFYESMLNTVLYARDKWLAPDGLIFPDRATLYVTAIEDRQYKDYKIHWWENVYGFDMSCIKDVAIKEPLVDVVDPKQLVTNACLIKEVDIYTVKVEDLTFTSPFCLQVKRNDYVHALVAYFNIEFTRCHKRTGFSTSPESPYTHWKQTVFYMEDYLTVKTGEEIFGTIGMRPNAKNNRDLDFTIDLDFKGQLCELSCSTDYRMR
HTRA1 inhibitor = inhibitors of human serine peptidase HTRA1. Q92743. 340,000 tested, 0.5% active. inhibition, % at 5.96 µM. recombinant HTRA1, FP-rhodamine activity-based probe, fluorescence polarization; in the data active = inhibition above about 36%;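 also: 0% = enzyme with DMSO and 100% = wells lacking enzyme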
NPR1 activator = GC-A (human) enzyme activation. HEK293 GC-A cells, cGMP TR-FRET, EC30 ANP; 0% at EC30 ANP, 100% saturating ANP. activation, % at 10 µM. 370,000 tested, 0.14% active. AID 1671463; in the data active = activation above about 40%
An asterisk follows results filed as active; . = no result given.

Structure	rCAG binder	SIAE primary	NPR2 activator	UHRF1 MBD2 ctr	MBD2 DNA inh	TCR CD3 inh	mABHD4 FP	PRMT1 inh	HTRA1 inhibitor	NPR1 activator
CCc1ccc(CN(C)Cc2nc(-c3cccc(Cl)c3)no2)nc1	-7	2	-9	0	1	5	2	-1	-1	-8
CC(O)CNc1nc2c(c(=O)n(C)c(=O)n2C)n1C/C=C/c1ccccc1 (stereo not given)	-2	-2	5	4	2	1	-3	0	-1	6
CCOc1ccc(NS(=O)(=O)c2ccc(C(=O)N(C)CC(=O)Nc3ccc(C)cc3)cc2)cc1	11	3	-6	0	-6	4	-4	-1	-14	-3
Nc1ccc(-c2nnn(Cc3ccccc3F)n2)cc1	-3	4	4	0	5	4	-7	-3	-2	10
Cc1nc(SCC(=O)N2c3ccccc3NC(=O)CC2C)c2c(C)c(C)sc2n1 (stereo not given)	-11	-2	1	-2	-4	6	4	0	-5	-2
Cc1ccc(/C=N/NC(=O)CCn2nc(C)cc2C)c(C)c1	-6	0	-6	2	3	-5	0	7	4	-6
Cc1ccc(NC(=O)C2C3C=CC4(CN(Cc5cccnc5)C(=O)C24)O3)cc1 (stereo not given)	4	2	3	-1	-7	-3	-3	-4	-2	-1
CCOC(=O)CC1(CC(=O)OCC)NC(=O)c2c(C)sc(C(=O)OCC)c2N1	0	7	-5	-1	1	3	0	1	7	4
Cc1cccc(N2C(=O)c3ccc(Br)cc3C2=O)n1	-1	-2	5	-3	7	4	-1	-5	2	2
COC(=O)c1sccc1NC(=O)COc1ccc(C)cc1	0	-5	-3	-3	3	5	-9	-2	-4	-2
Cc1nn(-c2ccccc2)c(C)c1C(=O)OCC(=O)NCc1ccco1	3	5	0	2	6	-3	-32	7	-2	4
O=C(c1ccoc1)N1CCCC(CO)(CCCc2ccccc2)C1 (stereo not given)	-7	11	3	0	7	-6	-9	-1	-3	0
O=C(CN1CCN(S(=O)(=O)c2ccccc2)CC1)Nc1cccc(C(F)(F)F)c1	-2	-3	-5	0	0	-6	-6	3	-17	-4
O=C(NCc1ccccc1Cl)C1CCN(S(=O)(=O)c2cccc3nonc23)CC1	7	10	-14	-1	-7	1	2	2	-1	-21
CCOC(=O)[C@@]12CCC3=C1N(CCC3)C(=O)[C@H](CC(=O)NCc1cccs1)C2	3	2	5	0	0	.	4	1	.	1
O=C(CCl)Nc1c(C(=O)Nc2ccc3c(c2)OCCO3)oc2ccccc12	2	20*	-5	-3	1	-11	-10	2	-10	9
CS(=O)(=O)c1ccc2nc(NC(=O)C3COc4ccccc4O3)sc2c1 (stereo not given)	15	-5	6	3	0	-5	-9	2	-4	1
CC(=O)Nc1cccc(-c2cnc3ccccc3n2)c1	3	0	-7	-1	-1	0	0	1	3	0
COc1ccc(/C=N/n2c(-c3cc(C)[nH]n3)n[nH]c2=S)cc1OC	-3	6	6	-2	-7	19	5	-3	.	3
OCCN(Cc1ccccc1)CC1CC2C=CC1C2 (stereo not given)	-3	4	2	-1	-4	8	6	-3	0	3
COc1cc(N=C(N)N=C(N)N)cc(OC)c1	0	0	4	11	10	-4	2	2	1	-2
O=C(Nc1c(-c2ccc(Cl)cc2)[nH][nH]c1=O)c1ccccn1	3	10	-2	11	4	7	3	-2	.	-4
Cc1ccc2[nH]c(=O)c(C(c3nnnn3C(C)(C)C)N(Cc3ccco3)CC3CCCO3)cc2c1 (stereo not given)	1	0	8	-7	-1	-1	0	19	-6	-6
COc1cccc(NC(=O)CN(C)C(=O)c2ccccc2Sc2ccccc2C#N)c1	4	-4	1	-3	-1	9	5	10	-7	-2
COc1ccc(-n2ccnc2SCC(=O)NC2CCCC2)c(OC)c1	-6	-1	1	-1	-6	7	-2	-5	-1	1
O=C(/C=C/Nc1ccc(OC(F)(F)F)cc1)C(F)(F)F	-4	16	4	-1	2	-1	0	-1	1	7
O=C(Nc1n[nH]c(C(F)(F)F)n1)c1cccs1	0	3	8	-1	-4	1	0	-4	3	2
O=C(CO/N=C/c1ccc(OC(F)F)cc1)NC1CCCC1	-7	0	0	0	-1	-5	0	-5	-2	-1
O=C(COC(=O)c1ccc(Cl)nc1)Nc1ccc(Cl)cc1	0	-3	0	-2	13	2	-5	-1	-2	0
Cc1ccc(C)c(OCCC(=O)N(C)CC(=O)Nc2c(C)cccc2C)c1	-1	-12	1	0	2	4	-2	-3	0	2
CCOC(=O)N1CCN(C(=O)C2CCN(Cc3ccc(OC)cc3OC)CC2)CC1	-8	4	1	-1	1	-1	7	-3	6	1
COc1cccc(CNCCc2c[nH]c3ccccc23)c1OCc1ccccc1F	4	10	-11	2	8	-6	-3	0	-7	-29
CCCSc1nc(C)cc(=O)[nH]1	-2	2	2	3	6	-4	-5	1	-3	-4
CCc1ccc(NC(=O)c2cnn3c(C(F)F)cc(C)nc23)cc1	-1	-2	-6	-2	-3	-3	4	-2	-3	-3
COc1ccc(OC)c(-n2nnnc2SCC(=O)N2CCN(C(=O)c3ccco3)CC2)c1	0	1	-1	1	4	0	0	3	-2	-8
COc1cc(OC)c(NC(=O)c2ccccc2F)cc1Cl	2	-2	-1	4	-2	5	2	0	-1	-2
O=C(NC1CCN(S(=O)(=O)c2ccc(F)cc2)CC1)c1cccc(F)c1	-5	-2	-3	2	2	2	1	-4	2	2
CCN(CC)S(=O)(=O)c1ccc(NC(=S)Nc2ccccc2)cc1	6	10	3	1	-5	4	1	0	-5	4
CCC(=O)Nc1ccc(/C(C)=N\NS(=O)(=O)c2ccc(C)cc2)cc1	0	-4	1	1	-6	-1	0	4	-3	-1
COc1ccc(NC2=CC(=O)CC(C)(C)C2)cc1	-2	2	-5	0	7	2	-6	3	2	-3
COc1ccc(S(=O)(=O)N2CCN(CC(=O)c3ccc(O)c(O)c3)CC2)cc1	10	11	-2	6	1	25*	15	14	19	4
COc1cccc(-c2ccc3ncnc(NCc4cccnc4)c3c2)c1	-3	-18	-16	0	4	-2	6	2	-21	-10
O=C(COc1ccc(Cl)cc1)NCc1nnc(SCC(=O)NC2CCCC2)o1	-7	5	-3	-2	4	-8	-1	-1	-1	-2
Nc1c(Cl)cc(-c2csc(NCCc3nc4cc(Cl)c(Cl)cc4n3CCCO)n2)cc1Cl	8	3	3	-3	-3	1	3	1	-27	1
COc1cc(OC)cc(C(=O)N2CCC(C(=O)c3ccc(F)cc3)CC2)c1	-4	0	2	4	3	0	-11	0	0	-6
CCCc1nnc(NC(=O)CCC(=O)NCCc2ccc(OC)c(OC)c2)s1	-4	-2	-4	1	4	-8	5	3	1	-2
CCOc1cc(/C=N/NC(=O)CNc2ccc(C)cc2)ccc1OC(=O)c1ccccc1	11	-18	-3	-5	-2	6	-2	0	-15	0
C/C(=N\NC(=O)c1c(Br)c(C)nn1C)c1cccc(NC(=O)c2ccccc2C)c1	-5	7	0	-4	-6	-6	11	2	-1	0
CCCCNC(=O)C(NC(=O)c1ccc(-c2ccccc2)cc1)C(=O)c1ccccc1 (stereo not given)	3	5	2	-2	-8	2	-5	-3	.	0
Cc1ccc(-c2csc(C(O)c3cccc(Cl)c3)n2)cc1C (stereo not given)	4	-12	2	-1	0	-6	-33	-1	.	-1
Cc1cc(C)c2c(N=NN(C)C)[nH]nc2n1	-1	8	-2	-1	-6	10	3	3	4	8
O=C(c1ccc(C#CC2(O)CCCCC2)cc1)N1CCN(Cc2ccccc2)CC1	-9	3	-3	-2	-6	-2	-3	-2	-2	2
COc1ccc(OC)c(NC(=O)c2ccccc2SC)c1	-4	0	-1	2	0	-5	2	-6	-2	-1
COC(=O)c1cc2ccsc2n1Cc1cccc(F)c1	-1	-4	-3	6	0	-10	-12	2	-14	-8
O=C(Nc1nccs1)c1ccc(S(=O)(=O)c2ccccc2)cc1	-1	3	8	1	7	-3	-3	-2	-1	0
Cc1ccc(C(C)n2cc(C(=O)NCc3cccnc3)nn2)cc1 (stereo not given)	-6	1	-8	1	2	4	1	-1	1	-3

Remaining list, next part
Structure	rCAG binder	SIAE primary	NPR2 activator	UHRF1 MBD2 ctr	MBD2 DNA inh	TCR CD3 inh	mABHD4 FP	PRMT1 inh	HTRA1 inhibitor	NPR1 activator
CCc1nc2ccc(C(=O)N3CCCC(C(N)=O)C3)cn2c1N(C)Cc1ccc(OC)cc1 (stereo not given)	-1	-6	-1	1	-2	-1	-8	-7	.	1
CCOc1ccc(NC(=O)CN2CCN(Cc3c(F)cccc3F)CC2)cc1	-8	.	5	2	-3	9	-1	-3	3	-2
Cc1cc(C)nc(NC(N)=NC2CCCCC2)n1	13	4	0	8	-1	-3	1	1	3	9
O=C(c1cc(-c2cccc(Cl)c2)nc2ccccc12)N1CCN(c2ccccn2)CC1	1	-10	-2	-1	3	3	-14	-1	-50	4
CN(C(=O)c1cccc(NC(=O)Cc2cccc(NC(=O)C3CCN(C(=O)c4ccccc4)CC3)c2)c1)C1CC1	2	-9	-1	0	-3	5	2	0	7	4
COc1ccccc1C(=O)COC(=O)c1cc(=O)[nH]c2ccccc12	0	-9	3	3	1	3	4	6	0	1
COc1ccc(-c2oc(=O)c3cc(OC)c(OC)cc3c2C#CCCCO)cc1	9	-6	5	0	2	2	-8	-1	-18	13
COc1ccc(N2C(=O)CC(N3CCC(O)(c4ccc(Cl)cc4)CC3)C2=O)cc1 (stereo not given)	-4	-5	-5	-2	0	5	-4	77*	2	-5
O=C(COc1ccccc1F)NCC(c1ccc(F)cc1)N1CCOCC1 (stereo not given)	2	-1	-3	1	-2	3	1	-1	-3	-1
O=C(Nc1ccc(F)cc1)c1cccnn1	1	3	1	-2	6	-7	7	4	7	11
S=c1[nH]c(-c2ccccc2)cn1/N=C/c1ccncc1	2	12	-4	-4	-1	3	2	4	5	-7
CCOCCn1c(N2CCN(c3ccccc3)CC2)nc2c1c(=O)[nH]c(=O)n2C	-2	-2	-1	3	-3	-4	3	2	-1	-1
Cc1cccc(C(=O)N/N=C/c2cc(Br)c(Br)o2)c1	6	1	-1	-9	-9	0	-7	1	-17	2
COc1ccc(Nc2nnc(SCC(=O)NC(=O)Nc3ccc4c(c3)OCCO4)s2)cc1	5	1	0	2	0	-3	4	-2	1	-4
COc1ccc(S(=O)(=O)N(C)C[C@@H]2Oc3ccc(NS(=O)(=O)c4cn(C)cn4)cc3C(=O)N([C@@H](C)CO)C[C@@H]2C)cc1	-1	3	2	-2	-3	2	1	0	2	1
NC12NC(=O)C3(O)C4C5CC(C6C5C3C61)C42 (stereo not given)	1	-1	1	2	1	8	5	-3	1	0
COc1ccc(-n2nnnc2-c2cnc3cc4c(cc3c2C)OCO4)cc1	-2	-4	4	2	4	-2	3	1	11	3
COc1ccc2c(c1)CC(C1(O)C(=O)Nc3ccccc31)C2=O (stereo not given)	4	-11	-18	3	2	3	2	2	7	-35

2 entries from above, as labelled records.
> COc1ccc(-c2oc(=O)c3cc(OC)c(OC)cc3c2C#CCCCO)cc1
- rCAG binder: 9
- SIAE primary: -6
- NPR2 activator: 5
- UHRF1 MBD2 ctr: 0
- MBD2 DNA inh: 2
- TCR CD3 inh: 2
- mABHD4 FP: -8
- PRMT1 inh: -1
- HTRA1 inhibitor: -18
- NPR1 activator: 13

> COc1ccc(/C=N/n2c(-c3cc(C)[nH]n3)n[nH]c2=S)cc1OC
- rCAG binder: -3
- SIAE primary: 6
- NPR2 activator: 6
- UHRF1 MBD2 ctr: -2
- MBD2 DNA inh: -7
- TCR CD3 inh: 19
- mABHD4 FP: 5
- PRMT1 inh: -3
- HTRA1 inhibitor: .
- NPR1 activator: 3

Not all compounds are listed; rates above refer to the full screens.
